uPA generation = qHTS for Inhibitors of Cell Surface uPA Generation. cell surface uPA generation assay, qHTS. Potency, µM (series often up to 38.3 µM), for the others: at the top dose activity change, negative = inhibition, actives largely listed as inhibitors. 0.31% of 330,000 active; active = well fitted inhibition curve with a large enough effect; inconclusive = small, poorly fitted or top-dose-only effect; inactive = no such curve, though single readings can be large or run the other way; tested in mouse RAW 264.7 cells; also: % is scaled to controls: 0 for no effect and ±100 for the full control effect; nearly all actives have a fitted effect of over 55% in size
FLuc counter = qHTS profiling assay for firefly luciferase inhibitor/activator using purifed enzyme and Km concentrations of substrates (counterscreen for miR-21 project) | Luciferin 4-monooxygenase (Photinus pyralis), P08659 | Potency, µM (highest dose often 57.5 µM), without a hit: at the top dose activity change, negative = inhibition, actives largely listed as inhibitors | 6.9% of 360,000 active | AID 588342, 2011 | purified FLuc, Km substrates, luminescence inhibition;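 also: plate controls were vehicle for no effect and reference inhibitor for full effect; nearly all actives have a fitted effect of over 55% in size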
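Purified P. pyralis luciferase (10nM final) with 10uM D-luciferin and 10uM ATP (Km levels) in 50mM Tris acetate pH 7.5, 10mM Mg acetate, 0.01% Tween-20, 0.05% BSA; qHTS 6-point titration, ~60 µM downward; luminescence read.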
Rab9 prom act = qHTS Assay for Rab9 Promoter Activators | Huh7 Rab9 promoter-luciferase reporter, luminescence, 24 h | 2.8% of 320,000 active | AID 485297, 2010 | Potency, µM (highest dose often 9.22 µM), for inactives: top-dose activation, negative = inhibition, hits mostly activators; also: % of control where 0% means no effect; nearly all actives have a fitted effect of over 60% in size
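Huh7 reporter line, Rab9 promoter upstream of luciferase. Compound exposure 24 h at 37 °C in reduced-serum medium with 10% FBS. Read-out: luminescence.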
ELG1 genotoxic = qHTS screen for small molecules that induce genotoxicity in human embryonic kidney (HEK293T) cells expressing luciferase-tagged ELG1; AID 504466, 2011; HEK293T ELG1-luciferase reporter, luminescence, 16 h; Potency, µM (highest dose often 46 µM), without a hit: at the highest dose activity change, positive = activation, actives largely listed as activators; 1.3% of 330,000 active; also: % of control where 0% means no effect; nearly all actives have a fitted effect of over 60% in size
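HEK293T cells expressing luciferase-tagged ELG1 were exposed to compound or DMSO vehicle for 16 hr at 37 °C and 5% CO2. Luciferase activity was then measured with ONE-Glo after 30 min at room temperature.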
NPC1 prom act = qHTS Assay for NPC1 Promoter Activators; Huh7 NPC1 promoter luciferase reporter, 24 h; Potency, µM (series often up to 9.22 µM), for the others: at the top dose activation, usual class: activators; 2.4% of 320,000 active;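 also: % of control where 0% means no effect; nearly all actives have a fitted effect of over 60% in size; reporter is driven by a mutant NPC1 promoter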
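Stable NPC1-promoter luciferase Huh7 line; cpd (DMSO) 24 h, 37 °C, 5% CO2; Amplite luciferase reagent 10 min RT; luminescence readout. qHTS format.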
RORgamma inh = qHTS for inhibitors of ROR gamma transcriptional activity; Nuclear receptor ROR-gamma (Mus musculus), P51450; Drosophila S2 Gal4-RORgamma UAS-luciferase reporter, 20 h; Potency, µM (titrated, usually from 53.6 µM), inactives show at the highest dose activity change, negative = inhibition, hits mostly inhibitors; 5.4% of 310,000 active; AID 2551, 2010; also: % is scaled to controls: 0 for no effect and ±100 for the full control effect; nearly all actives have a fitted effect of over 60% in size
Target sequence (P51450 whole entry, looked up, the tested form may be a part): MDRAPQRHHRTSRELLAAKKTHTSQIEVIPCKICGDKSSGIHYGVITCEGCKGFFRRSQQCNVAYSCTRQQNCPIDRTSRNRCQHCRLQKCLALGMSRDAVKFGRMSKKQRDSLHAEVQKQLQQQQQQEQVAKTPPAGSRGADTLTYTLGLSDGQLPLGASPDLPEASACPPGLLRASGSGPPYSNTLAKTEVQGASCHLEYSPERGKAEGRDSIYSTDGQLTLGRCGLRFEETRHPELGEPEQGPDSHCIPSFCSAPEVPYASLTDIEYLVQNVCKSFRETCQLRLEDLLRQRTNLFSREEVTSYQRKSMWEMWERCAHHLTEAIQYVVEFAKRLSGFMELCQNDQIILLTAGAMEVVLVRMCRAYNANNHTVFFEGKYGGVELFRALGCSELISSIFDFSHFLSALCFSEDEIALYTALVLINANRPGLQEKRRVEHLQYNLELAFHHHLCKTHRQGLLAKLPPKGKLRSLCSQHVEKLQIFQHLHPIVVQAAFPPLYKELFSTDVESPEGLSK
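Using a luciferase readout, inhibitors were identified by reduced reporter activity in Drosophila cells coexpressing a copper-inducible Gal4–ROR gamma fusion and UAS-driven Photinus luciferase, incubated 20 hr after 700 uM copper sulfate.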
BRCA1 expr up = qHTS Assay to Identify Small Molecule Activators of BRCA1 Expression; MCF7-BRCA1-FFLuc reporter, luminescence, 48 h; response scale: scaled: vehicle 0%, 10 µM genistein 100%; Potency, µM (highest dose often 46.1 µM), inactives show at the top dose activation, hits mostly activators; 1.1% of 380,000 active; also: nearly all actives have a fitted effect of over 80% in size; some results filed as inactive show a strong effect at the top dose
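Reporter cells (MCF7, BRCA1 promoter-firefly luciferase) received library compounds across a concentration series for 48 h. End-point luminescence was measured and concentration-effect curves derived after normalization.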
VP16 counter = VP16 counterscreen qHTS for inhibitors of ROR gamma transcriptional activity. Drosophila S2 Gal4-VP16 UAS-luciferase, luminescence, 20 h. Potency, µM (doses to about 53.6 µM), inactives show at the top dose activity, negative = inhibition, most hits filed as inhibitors. 3.5% of 310,000 active. AID 2546, 2010;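 also: Gal4-VP16 expression switched on by copper sulfate through the metallothionein promoter; % is scaled to controls: 0 for no effect and ±100 for the full control effect; nearly all actives have a fitted effect of over 50% in size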
MBNL1-CUG inh = qHTS Assay for Inhibitors of MBNL1-poly(CUG) RNA binding; Potency, µM (titrated, usually from 57.5 µM), for the others: top-dose activity change, negative = inhibition, most hits filed as inhibitors; Muscleblind-like protein 1 (Homo sapiens), Q9NR56; AID 2675, 2010; 0.036% of 280,000 active; TR-FRET MBNL1-His/biotin-(CUG)12 binding, 665/545 ratio; active = well fitted inhibition curve with a large enough effect in the signal ratio, with a control signal flat, not every such curve was filed as active; inconclusive = small, poorly fitted or top-dose-only effect, or effect the other way, or a change in a side signal; inactive = no such curve, though single readings can be large or run the other way; the % refers to the signal ratio; also: % is scaled to controls: 0 for no effect and ±100 for the full control effect
Target sequence (Q9NR56 whole entry, looked up): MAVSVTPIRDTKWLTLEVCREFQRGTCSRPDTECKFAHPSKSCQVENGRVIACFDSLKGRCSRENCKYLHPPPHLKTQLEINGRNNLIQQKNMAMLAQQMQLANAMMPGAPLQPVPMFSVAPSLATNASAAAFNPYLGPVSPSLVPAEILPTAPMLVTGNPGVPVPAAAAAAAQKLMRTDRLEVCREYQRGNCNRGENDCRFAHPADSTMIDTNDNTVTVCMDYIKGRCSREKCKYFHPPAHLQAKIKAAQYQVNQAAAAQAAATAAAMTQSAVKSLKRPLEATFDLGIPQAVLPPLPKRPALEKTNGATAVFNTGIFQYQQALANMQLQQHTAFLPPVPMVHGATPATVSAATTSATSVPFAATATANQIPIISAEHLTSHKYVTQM
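Compounds (final 92 nM to 58 uM) are added to His-tagged MBNL1 and biotin-(CUG)12, then terbium anti-His antibody and streptavidin-XL665 (5 nM final). After 60 min at room temperature, the 665/545 nm ratio is read.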
p53 reactivation = qHTS assay for re-activators of p53 using a Luc reporter; H1299 p53-A138V BP100-luciferase reporter, luminescence, 24 h; Potency, µM (highest dose often 92.2 µM), for the others: top-dose activity change, positive = activation, most hits filed as activators; 0.063% of 320,000 active; AID 504706, 2011; also: % of control where 0% means no effect; nearly all actives have a fitted effect of over 45% in size
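H1299 (p53-null), stable ts p53-A138V + BP100-Luc; 1000 cells/well, Opti-MEM/10% FBS; cpd 4 pt, 1:5; 24 h, 37 deg C, 5% CO2; detection reagent 10 min RT; luminescence.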
The depositor's hits bear a star; ? = inconclusive; . = not tested or not shown; & = joins results of further samples; [ ] = remark or other dose. Unless noted, calls follow the shape of the dose curve; as a rule, active = well fitted curve in the direction sought with a large enough effect; inconclusive = small, poorly fitted or top-dose-only effect, or another doubt; inactive = no such curve, though single readings can be large; an effect the other way counts as inactive or inconclusive. Potency is read from the fitted curve at half-maximal effect.

entry	smiles	uPA generation	FLuc counter	Rab9 prom act	ELG1 genotoxic	NPC1 prom act	RORgamma inh	BRCA1 expr up	VP16 counter	MBNL1-CUG inh	p53 reactivation
1	CC(=O)c1ccc(OCC(=O)OCC(=O)NCc2ccco2)cc1	7%	1%	-4%	0%	0%	.	1%	.	.	1%
2	CCc1nnc(NS(=O)(=O)c2ccc(NC(=O)c3cccc(Cl)c3)cc2)s1	6%	?	1%	3%	-6%	2%	0%	3%	-4%	1%
3	COc1ccc(NC(=O)c2cccnc2)cc1OCC(C)C	-13%	-7%	1%	0%	-3%	?	-42%	-9%	-8%	10%
4	CCOc1ccc(NC(=O)CN(C)C(=O)CC2CC3CCC2C3)cc1OCC (stereo not given)	2%	-2%	0%	-1%	-4%	6%	-17%	-2%	5%	-18%
5	C[C@H](NC(=O)OC(C)(C)C)c1nnc(SCC(=O)Nc2cccc(Cl)c2)o1	-1%	?	-3%	-1%	-1%	6%	6%	-9%	-4%	-33%[inhibitor]
6	COC(=O)c1[nH]c(=O)c2ccccc2c1O	2%	-4%	-3%	1%	2%	-13%	5%	-5%	?	-1%
7	Cn1c(N2CCOCC2)c(C#N)c2ccccc21	-6%	4%	-3%	-9%	-1%	8%	8%	-14%	-4%	-2%
8	O=C1CCCC(O)=C1N=Nc1ccc(Cl)c(Cl)c1	7%	?	4%	5%	-1%	12%	-25%	-16%	?	11%
9	COc1ccc(CCNc2cc(C)nc3c(-c4ccccc4)cnn23)cc1OC	7%	-7%	-1%	-5%	0%	45%	32%	6%	8%	?
10	Cc1cc(C)cc(N(C(=O)CNC(=O)c2ccco2)C(C(=O)NC2CCCC2)c2ccncc2)c1 (stereo not given)	.	0%	0%	-3%	-5%	29%	-9%	6%	2%	1%
11	COC(=O)CCN(C)CCC(=O)OC	-1%	0%	3%	0%	1%	2%	-4%	-9%	2%	6%
12	CCOC(=O)C1CCN(C(=O)COC(=O)c2ccccc2OCC)CC1	9%	.	.	8%	.	.	-1%	.	.	-5%
13	Fc1ccc(CSc2ncnc3scc(-c4ccccc4)c23)cc1	7%	0%	1%	4%	-2%	6%	-1%	0%	.	10%
14	Brc1ccc(CSc2nnc(Cc3c[nH]c4ccccc34)o2)cc1	0%	3%	.	.	.	2%	-24%	14%	2%	.
15	O=[N+]([O-])c1cccc2c(S(=O)(=O)N3CCOCC3)cccc12	-5%	-4%	8%	2%	7%	-14%	2%	-15%	?	-2%
16	COc1ccc(CC(=O)NC(C)c2ccc(S(N)(=O)=O)cc2)cc1S(=O)(=O)N1CCOCC1 (stereo not given)	9%	4%	0%	8%	0%	4%	-10%	-2%	5%	-1%
17	O=C(CCCn1cnc([N+](=O)[O-])n1)Nc1cccc2ccccc12	5%	-1%	2%	-1%	-5%	-27%	-55%	11%	.	-3%
18	Cc1ccc(OCCC(=O)NNC(=O)c2ccc(Br)cc2)cc1	4%	.	.	0%	.	.	-16%	.	.	10%
19	Cn1c(NCc2cccnc2)nc2c1c(=O)n(Cc1ccccc1F)c(=O)n2C	.	0%	-7%	-9%	-3%	0%	-30%	0%	-6%	2%
20	CC(Sc1ccccc1F)C(=O)Nc1cccc(S(=O)(=O)N2CCOCC2)c1 (stereo not given)	-2%	.	.	0%	.	.	4%	.	.	-2%
21	CCN(CC)CCNc1nc2c(c(=O)n(C)c(=O)n2C)n1C/C=C(/C)Cl	0%	-1%	7%	2%	1%	-8%	-2%	5%	-11%	-18%
22	CC(=O)c1cccc(N(CC(=O)Nc2ccc(F)cc2F)S(C)(=O)=O)c1	.	-5%	.	.	.	4%	52%	?	5%	.
23	CCOC(=O)c1c(C)[nH]c(C2=NNC(=Nc3cccc(Cl)c3)SC2)c1C	.	?	-14%	-6%	1%	?	.	-12%	.	24%
24	Cc1ccc(N(CC(=O)NCc2ccco2)C(=O)CCC(=O)Nc2nccs2)cc1C	0%	-7%	-2%	-6%	1%	19%	-5%	4%	2%	-8%
25	Cc1ccc(CNS(=O)(=O)c2ccc3c(c2)CCN3C(=O)CCCC(=O)O)cc1	0%	0%	-5%	-1%	-5%	1%	-10%	2%	-8%	-3%
26	Cc1ccc(C2=NNC3(CCOC(C)(C)C3)S2)cc1 (stereo not given)	-4%	?	-4%	18%	10%	5.6µM*	28%	7.9µM*	5%	3%
27	C#CCNC(=O)C1=C[C@H](c2ccccc2)[C@@H](CCCO)[C@H](OCC)O1	-3%	-3%	1%	-1%	2%	12%	-8%	1%	7%	-2%
28	CCCCCCCCn1cnc2c(N)c(C)c(C)cc21	.	0%	-15%	-2%	-5%	10µM*	-20%	?	-6%	0%
29	COc1ccc(CN(C)CC(=O)NC(=O)NCc2ccccc2)cc1OC	-16%	0%	1%	1%	-1%	-6%	-17%	0%	.	-3%
30	Cc1nc2scc(C)n2c(=O)c1S(=O)(=O)NCCc1ccccc1	-2%	0%&-3%	1%	1%[9.26 µM]	0%	7%	1%	1%	-2%	1%

Laid out differently: two of the compounds above.
Results follow in this order: uPA generation, FLuc counter, Rab9 prom act, ELG1 genotoxic, NPC1 prom act, RORgamma inh, BRCA1 expr up, VP16 counter, MBNL1-CUG inh, p53 reactivation
17: O=C(CCCn1cnc([N+](=O)[O-])n1)Nc1cccc2ccccc12
    5%, -1%, 2%, -1%, -5%, -27%, -55%, 11%, ., -3%
3: COc1ccc(NC(=O)c2cccnc2)cc1OCC(C)C
    -13%, -7%, 1%, 0%, -3%, ?, -42%, -9%, -8%, 10%

Further entries
entry	smiles	uPA generation	FLuc counter	Rab9 prom act	ELG1 genotoxic	NPC1 prom act	RORgamma inh	BRCA1 expr up	VP16 counter	MBNL1-CUG inh	p53 reactivation
31	Cc1cc(C)cc(N2C(=O)CC(n3nc(C)cc3C)C2=O)c1 (stereo not given)	1%	9%	-4%	-4%	-2%	11%	-2%	1%	-9%	-2%
32	C[C@H]1CN([C@@H](C)CO)C(=O)Cc2cc(NS(=O)(=O)c3ccc(Cl)cc3)ccc2O[C@@H]1CN(C)C(=O)Nc1cccc2ccccc12	-3%	.	.	-1%	.	.	-1%	.	.	2%
33	O=C(CSc1nnc(-c2cccnc2)o1)Nc1cccc(Cl)c1	-4%	.	20%	11%	12%	0%	?	-14%	-4%	4%
34	O=C1CC(N2CCSCC2)C(=O)N1c1ccc(F)cc1 (stereo not given)	0%	-1%	2%	-3%	-4%	-2%	18%	3%	0%	-3%
35	O=c1oc2c(CN3CCCCC3)c(O)ccc2c2c1CCCCC2	.	?	-4%	5%	-3%	3%	0%	-14%	54%[activator]	?
36	O=C(c1ccc(S(=O)(=O)N2CCOCC2)cc1)N1CCCc2ccccc21	3%	-7%	5%	-1%	-1%	12%	-3%[1.84 µM]	11%	0%	9%
37	O=C(N/N=C/c1cccnc1)c1cc(-c2cccs2)nc2ccccc12	-9%	24µM*	-5%	-6%	-6%	21%	-56%	4%	?	3%
38	CC(Sc1ccc2c(c1)OCCO2)C(=O)Nc1ccc2c(c1)OCO2 (stereo not given)	-6%	?	21%	-3%	10%	-2%	5%	-2%	-5%	1%
39	CCc1cccc(C)c1NC(=O)c1cccnc1	1%	7%	0%	-1%	2%	-23%	-5%	-6%	-6%	-9%
40	COc1cc(OC)cc(C(=O)NCCOC23CC4CC(CC(C4)C2)C3)c1	-10%	-15%	-4%	-8%	-5%	-9%	0%	0%	-7%	-1%
41	O=C(NC1CCS(=O)(=O)C1)/C(=C\c1ccc(F)cc1)NC(=O)c1ccccc1 (stereo not given)	-1%	5%	-4%	0%	-3%	21%	-36%	15%	.	0%
42	CCN(C[C@H]1N[C@@](C)(C(=O)OC)[C@H]2C(=O)N(Cc3ccccc3)C(=O)[C@@H]12)S(=O)(=O)c1ccc(C)cc1	1%	.	.	4%	.	.	11%	.	.	-8%
43	COc1cc(/C=N/NC(=O)c2ccncc2)ccc1OC(=O)c1ccccc1Cl	13%	?	-12%	-3%	-6%	-14%	3%	4%	9%	-5%
44	Cc1ccc(-c2csc3ncn(CC#N)c(=O)c23)cc1	2%	-3%	-12%	-1%	-6%	?	10%	-9%	-5%	-7%
45	CN1CCN(CCCNC(=O)C2CC(=O)N(C3CCCCC3)C2)CC1 (stereo not given)	1%	2%	-5%	0%	-5%	6%	2%	0%	8%	1%
46	CC(=O)c1ccc(OCc2cc(C(=O)N3CCN(c4ccccc4)CC3C)no2)cc1 (stereo not given)	-25%	8.5µM*	1.3µM*	?	1.6µM*	5%	?	?	0%	?
47	CC(=O)c1c(Nc2cccc(F)c2)oc(C)cc1=O	-1%	-4%	1%	4%	2%	-11%	-1%	-1%	1%	-1%

High-throughput results: PubChem BioAssay, National Center for Advancing Translational Sciences (NCATS)
